hERG WT inh: qHTS for Inhibitors of KCHN2 3.1: Wildtype qHTS. Voltage-gated inwardly rectifying potassium channel KCNH2 (Homo sapiens), Q12809. U2OS, BacMam KCNH2, thallium flux FluxOr; hits give low values. activity change, % at 1.84 µM. 0.37% of 340,000 active. AID 720551, 2013;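 active = maximum activity change below -70%; inconclusive = maximum activity change between -70% and -50%; inactive = maximum activity change above -50%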
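U2OS cells transduced with wild-type KCNH2 virus are loaded with FluxOr dye for 45 min, and thallium flux is measured in kinetic reads before and after stimulation buffer. Rate constants are normalized to DMSO controls.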
GALK inh: qHTS Assay for Inhibitors of Human Galactokinase (GALK); P51570; Potency, µM (titrated, usually from 57.5 µM), without a hit: top-dose activity change, negative = inhibition, hits mostly inhibitors; 0.007% of 270,000 active; Purified GALK, Kinase-Glo residual ATP luminescence; AID 1868, 2009; also: potency is read from the fitted curve at half-maximal effect
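Galactose (100 uM) and ATP (35 uM) were turned over by 5 nM GALK for 1 h at RT. Kinase-Glo Plus then converted the remaining ATP into a luminescent signal.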
Chronic BCR inh: qHTS Assay to Find Inhibitors of Chronic Active B-Cell Receptor Signaling | 0.05% of 340,000 active | Potency, µM (doses to about 46.1 µM), for the others: at the top dose ratio change, negative = lower green/red ratio, usual class: inhibitors | ABC-DLBCL IkBa-CBG/CBR reporter, luminescence ratio, 4 h | AID 493014, 2011; active = well fitted inhibition curve with a large enough effect in the signal ratio, with a control signal flat, not every such curve was filed as active; inconclusive = small, poorly fitted or top-dose-only effect, or effect the other way, or a change in a side signal; the % refers to the signal ratio;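 also: potency is read from the fitted curve at half-maximal effect; plate controls were basal doxycycline-induced cells for no effect and cells given 10 µM MG132 for full effect; MG132 reads +100%, hits lower the ratio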
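Doxycycline induced both beetle luciferases in TMD8 lymphoma cells; IKK-driven degradation limits the IkappaBalpha-fused green signal, while red luminescence normalises for cell number and nonspecific effects. Compounds tested up to 46 uM, 4 hrs.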
USP2a inh: qHTS Assay for Inhibitors of Ubiquitin-specific Protease USP2a Using CHOP2 as the Reporter; AID 463254, 2010; Ubiquitin carboxyl-terminal hydrolase 2 (Homo sapiens), O75604; USP2 core, Ub-CHOP2 coupled fluorogenic reporter, 485/531; Potency, µM (highest dose often 38.3 µM), for inactives: at the highest dose activity change, negative = inhibition, most hits filed as inhibitors; 0.01% of 330,000 active;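 also: potency is read from the fitted curve at half-maximal effect; plate controls were DMSO wells for no effect and full inhibition by NEM control for full effect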
Target sequence (O75604 whole entry, looked up): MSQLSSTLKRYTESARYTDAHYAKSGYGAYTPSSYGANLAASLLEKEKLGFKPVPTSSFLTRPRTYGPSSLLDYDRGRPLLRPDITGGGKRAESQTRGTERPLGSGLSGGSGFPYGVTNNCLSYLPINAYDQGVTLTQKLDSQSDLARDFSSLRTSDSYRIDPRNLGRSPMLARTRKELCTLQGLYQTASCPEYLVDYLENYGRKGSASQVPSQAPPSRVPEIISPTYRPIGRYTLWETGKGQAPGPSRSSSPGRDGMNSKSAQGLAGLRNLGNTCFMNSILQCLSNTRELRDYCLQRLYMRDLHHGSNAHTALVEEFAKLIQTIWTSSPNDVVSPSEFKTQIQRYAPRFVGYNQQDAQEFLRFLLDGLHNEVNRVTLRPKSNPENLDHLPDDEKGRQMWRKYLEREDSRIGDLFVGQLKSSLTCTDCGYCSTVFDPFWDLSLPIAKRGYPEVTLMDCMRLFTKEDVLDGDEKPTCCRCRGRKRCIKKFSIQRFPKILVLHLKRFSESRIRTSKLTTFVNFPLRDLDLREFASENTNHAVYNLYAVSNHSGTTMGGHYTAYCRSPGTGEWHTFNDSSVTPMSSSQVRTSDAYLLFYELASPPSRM
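Cell-free coupled assay: 10nM USP2 core preincubated 30min RT with compound in Tris-HCl pH 8.0/CaCl2/CHAPS buffer, then 25nM Ub-CHOP2 and 25nM reporter substrate; fluorescence (Ex 485/Em 531) read after 60min RT, normalized to NEM inhibition, concentration-response curves fitted.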
Coupling enz: qHTS Assay for Inhibitors of Fructose-1,6-bisphosphate Aldolase from Giardia Lamblia: Coupling assay counterscreen | coupling enzyme system counterscreen, AmpLite Red fluorescence | activity change, negative = inhibition, % at 58.2 µM, hits read low | 0.67% of 290,000 active; in the data active = activity change below about -30%
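Activity here indicates interference with the coupling reaction, not aldolase inhibition. Compounds at 57.5 uM final met coupling enzymes for 10 min at RT; substrate and AmpLite Red detection followed, with a 525/598 nm fluorescence read after 20 min.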
B2AR arrestin: qHTS assay of beta-arrestin-biased ligands of beta2-adrenergic receptor. beta-arrestin recruitment to beta2AR, cell-based reporter. 0.02% of 330,000 active. AID 492947, 2010. Potency, µM (titrated, usually from 46.1 µM), inactives show top-dose activation, usual class: activators;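 also: potency is read from the fitted curve at half-maximal effect; 0% = DMSO controls and full agonism = EC100 isoproterenol or metaproterenol; nearly all actives have a fitted effect of over 65% in size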
Target sequence (P07550 whole entry, looked up): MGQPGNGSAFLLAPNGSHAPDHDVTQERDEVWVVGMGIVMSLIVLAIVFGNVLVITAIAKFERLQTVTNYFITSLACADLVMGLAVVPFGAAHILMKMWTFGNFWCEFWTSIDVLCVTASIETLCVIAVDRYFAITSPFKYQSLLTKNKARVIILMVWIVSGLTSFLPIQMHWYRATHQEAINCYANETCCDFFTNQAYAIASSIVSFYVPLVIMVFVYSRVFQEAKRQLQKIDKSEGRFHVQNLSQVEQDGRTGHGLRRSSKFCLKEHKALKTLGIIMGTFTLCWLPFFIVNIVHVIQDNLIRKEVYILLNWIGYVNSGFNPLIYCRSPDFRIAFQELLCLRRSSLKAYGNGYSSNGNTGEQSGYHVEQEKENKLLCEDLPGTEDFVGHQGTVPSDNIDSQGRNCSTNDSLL
PKM2 act: qHTS Assay for Activators of Human Muscle isoform 2 Pyruvate Kinase | 0.34% of 260,000 active | purified PKM2, Kinase-Glo ATP luminescence, activation; response scale: 0% is enzyme alone, no compound | Potency, µM (titrated, usually from 57.5 µM), inactives show top-dose activation, actives largely listed as activators | AID 1631, 2009; also: potency is read from the fitted curve at half-maximal effect; nearly all actives have a fitted effect of over 55% in size
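Purified hPK-M2 (>95%) run at intermediate activity with 0.1 mM ADP and 0.5 mM PEP in 50 mM imidazole pH 7.2, KCl, MgCl2; 1 h room temperature. ATP formed read by Kinase-Glo luminescence; normalized to uninhibited and no-enzyme controls.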
Giardia killer: Small Molecules that selectively kill Giardia lamblia: qHTS; 0.15% of 340,000 active; Giardia lamblia trophozoite viability; activity change, % at 7.66 µM, hits read low; in the data active = activity change below about -80%; inconclusive = between about -30% and that limit;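 also: parasites exposed to compound for two days anaerobically before the ATP read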
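Anaerobic 48 hrs incubation at 37 deg C of 100 trophozoites/well with test compounds; ATPLite 1-Step luminescence, 15-30 min RT, reports cellular ATP as viability.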
Eya2 phos inh: qHTS Assay for Inhibitors of the Phosphatase Activity of Eya2 | Protein phosphatase EYA2 (Homo sapiens), O00167 | recombinant Eya2, OMFP fluorescence dephosphorylation (OMFP is methylfluorescein phosphate) | Potency, µM (series often up to 76.9 µM), without a hit: top-dose activity, negative = inhibition, actives largely listed as inhibitors | 0.006% of 330,000 active | AID 488837, 2010; also: potency is read from the fitted curve at half-maximal effect
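Eya2 protein (added as 0.2 uM solution) was preincubated with compound for 10 min at ambient temperature in 50 mM HEPES pH 7.5, 50 mM NaCl, 5 uM MgCl2, 0.05% BSA, 1 mM DTT. OMFP (added at 50 uM) then reacted 10 min; fluorescence read at 485/525 nm.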
uPA generation: qHTS for Inhibitors of Cell Surface uPA Generation | cell surface uPA generation assay, qHTS | Potency, µM (series often up to 38.3 µM), inactives show top-dose activity change, negative = inhibition, actives largely listed as inhibitors | 0.31% of 330,000 active; active = well fitted inhibition curve with a large enough effect; inconclusive = small, poorly fitted or top-dose-only effect; inactive = no such curve, though single readings can be large or run the other way; tested in mouse RAW 264.7 cells; also: potency is read from the fitted curve at half-maximal effect; nearly all actives have a fitted effect of over 55% in size
KCNH2 3.1 inh: qHTS for Inhibitors of KCHN2 3.1: Mutant qHTS | Potassium voltage-gated channel subfamily H member 2, brain isoform KCNH2 3.1 (human) | U2OS KCNH2 3.1, thallium flux FluxOr; hits give low values | activity change, % (tested at about 1.8 µM) | 0.95% of 340,000 active | AID 720553, 2013;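 active = maximum activity change below -70%; inconclusive = maximum activity change from -70% to -50%; inactive = maximum activity change above -50%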;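 also: thallium influx rate constant from kinetic fluorescence after stimulation buffer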
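Thallium flux via FluxOr fluorescence (Red40 quencher, 45 min loading) in U2OS cells virally expressing the KCNH2 3.1 isoform (1.77 x 10^8 /mL virus, overnight at 37 C). Rate constants from 2-min kinetic reads post-stimulation, normalised to positive and negative controls.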
Numbers without * were called inactive; u = inconclusive; x = not tested or not shown; & = joins results of further samples; [ ] = another dose, or the depositor's remark. Unless noted, calls follow the shape of the dose curve; as a rule, active = well fitted curve in the direction sought with a large enough effect; inconclusive = small, poorly fitted or top-dose-only effect, or another doubt; inactive = no such curve, though single readings can be large; an effect the other way counts as inactive or inconclusive. Unless noted, % is scaled to controls: 0 for no effect and ±100 for the full control effect.

SMILES	hERG WT inh	GALK inh	Chronic BCR inh	USP2a inh	Coupling enz	B2AR arrestin	PKM2 act	Giardia killer	Eya2 phos inh	uPA generation	KCNH2 3.1 inh
CCOc1ccccc1N1CCN(S(=O)(=O)CC)CC1	-2	1%	0%	-1%	-2	3.6%	2%	7	-5%	-1%	-6
O=C(CSc1nncn1-c1ccccc1)NC1CCCC1	5	0%	-1%	0%	1	0.0%	0%	-11	15%	-3%	13
COCCCn1c2nc3ccccc3nc2c2c(=O)n(Cc3ccc(Cl)cc3)c(C)nc21	x	2%	6%	u	-1	-0.4%	1%	x	-1%	x	x
O=C(Nc1ccccc1C(F)(F)F)c1ccc2nccnc2c1	-1	2%	1%	-1%	-7	-0.8%	-1%	-21	-1%	-14%	-9
O=C(CN1CCN(S(=O)(=O)c2cccc(Cl)c2)CC1)NCC1(N2CCOCC2)CCCCC1	10	x	0%	-3%	x	-0.1%	x	7	-2%	-28%	2
Cn1c(=O)n(C)c(=O)n(CC(=O)N2CCCCC2)c1=O	6	4%	0%	2%	0	0.0%	11%	-3	21%	-5%	-7
O=C1CN(C(=O)N[C@@H](Cc2ccccc2)C(=O)N[C@@H](Cc2ccccc2)C(=O)O)c2ccccc2N1	-1	x	u	4%	2	-0.2%	-9%	10	3%	15%	2
O=C(CSc1ncnc2sccc12)N1CCN(C(=O)c2cccs2)CC1	-5	x	-1%	4%	x	0.0%	x	8	17%	6%	-10
CS(=O)(=O)N1CCN(C(=O)c2cc(-c3cccnc3)nc3ccc(Cl)cc23)CC1	-1	0%	1%	5%	-1	-0.2%	-17%	36[activator]	-1%	0%	20
O=[N+]([O-])c1cc(CN2CCCC2)ccc1Sc1ccc(Cl)cc1	26	0%	5%	1%	-1	-0.1%	-5%	13	-1%	3%	-92*
COc1ccc(-n2cnc3cc(NCc4ccccn4)ccc32)cc1	2	-3%	-14%	1%	-7	-0.2%	1%	-4	-1%	x	7
Cc1ccc2cc(C#N)c(N3CCCN(C(=O)C4CCCO4)CC3)nc2c1 (stereo not given)	-6	0%	-1%	0%	-3	0.2%	9%	-10	-5%	-1%	-13
CC(OC(=O)c1cnc2ccccc2n1)c1ccccc1Cl (stereo not given)	-12	0%	u	0%	2	0.2%	x	9	10%	-1%	-15
N=c1oc2ccc(Cl)cc2cc1C(=O)NC1CCCCCC1	-12	-4%	-2%	-13%	0	3.7%	3%	5	6%	u	-3
CCc1nn(CC(=O)O)c(=O)c2ccccc12	27	2%	-1%	1%	-1	-0.5%	0%	1	0%	-4%	u
Clc1cccc(-c2nnc(SC/C=C/c3ccccc3)n2Cc2ccco2)c1	-17	-4%	u	-1%	-1	-0.9%	5%	-16	6%	x	-98*
O=C(COC(=O)Cc1ccc(-c2ccccc2)cc1)NCc1ccc(F)cc1	1	0%	u	-1%	2	0.0%	3%	7	5%	-16%	-1
OC1CCN(c2ncnc3c2nnn3Cc2c(F)cccc2Cl)CC1	5	-4%	-4%	-1%	3	0.0%	21%	-14	-31%	-8%	0
N#CC(C#N)=C1CCc2ccccc2N1	-3	0%	13%	0%	4	-0.1%	1%	3	6%	1%	7
c1ccc(-c2nnc3sc(-c4csc5c4CCCC5)nn23)cc1	36	1%	-2%	1%	-1	-1.0%	-28%	-3	-21%	-6%	3
CC(Oc1ccc2c(-c3ccccc3)cc(=O)oc2c1)C(=O)NC(Cc1c[nH]c2ccccc12)C(=O)O (stereo not given)	-4	x	0%	-1%	x	-0.6%	x	6	-6%	3%	3
COc1cccc2cc(C(=O)N3CCN(C45CC6CC(CC(C6)C4)C5)CC3)c(=O)oc12	-11	-3%	14%	3%	-8	-0.4%	-6%	13	1%	-11%	4
O=S(=O)(c1ccc(N2CCOCC2)cc1)N1CCOCC1	1	4%	x	x	1	x	0%	-6	x	6%	14
O=C(NCc1ccccc1)/C(=C\c1ccc([N+](=O)[O-])cc1)NC(=O)c1ccco1	1	-3%	-1%	2%	2	0.1%	4%	-5	24%	5%	-7
COC(=O)C1=C(C)N(Cc2ccccc2)C(=NCC(C)C)N[C@H]1c1ccccc1	-30	x	u	1%&4%	1&0	-1.6%&0.1%	5%&-2%	2	6%&3%	u	-33

(more compounds)
SMILES	hERG WT inh	GALK inh	Chronic BCR inh	USP2a inh	Coupling enz	B2AR arrestin	PKM2 act	Giardia killer	Eya2 phos inh	uPA generation	KCNH2 3.1 inh
Cc1cccc(NC(=O)CN2CCN(C(=O)c3c(C)nn(Cc4ccccc4)c3C)CC2)c1C	3	x	1%	2%	x	0.0%	x	14	12%	-3%	-6
O=C(CN1CCCCCC1)Nc1ccccc1Cl	9	-3%	u	1%	5	12%	2%	2	2%	1%	14
COc1cc(-c2n[nH]c(=S)n2-c2cc(C(F)(F)F)ccc2Cl)cc(OC)c1OC	-20	-1%	-3%	1%	0	0.2%	-6%	11	-11%	-2%	-10
Cc1c(Cl)ccc(S(=O)(=O)NCCN2CCOCC2)c1Cl	8	-7%	0%	0%	-1	-0.4%	0%	-7	7%	7%	-3
COc1cc(C2Nc3ccc4ncccc4c3C3=C2C(=O)CCC3)ccc1O (stereo not given)	-10	2%	u	3%	-2	-0.8%	-1%	17	17%	-10%	18
COCCN(C(=O)C1CCCO1)c1c(N)n(CC(C)C)c(=O)[nH]c1=O (stereo not given)	-7	x	-3%	1%	x	-1.5%	x	-11	14%	12%	9
CCCn1c(=O)c2ccccc2n2c(SCC(=O)c3ccccc3)nnc12	-9	-4%	u	-2%	0	-0.2%	4%	-1	23%	8%	0
O=C(NCCNC(=O)c1cccs1)c1ccco1	1	2%	-6%	0%	0	-0.3%	-3%	-1	11%	-2%	-4
Cc1cccc(NC(=O)CC2C(=O)NC3CCCCC3N2C(=O)c2ccccc2Cl)c1 (stereo not given)	-7	3%	7%	1%	5	-0.6%	0%	-18	3%	-2%	8
Cc1ccc(S(=O)(=O)NCC(=O)OCC(=O)N(C)C2CCCCC2)cc1	1	x	3%	4%	x	-0.4%	x	11	9%	-2%	11
CC(=O)c1ccc(N(CC(=O)NC2CCCCC2)C(=O)CNC(=O)c2cccs2)cc1	-5	1%	5%	0%	4	0.3%	-2%	-11	-6%	16%	-4
COc1ccccc1C(=O)NC(=O)Nc1nc(-c2ccccc2)cc(C(F)(F)F)n1	-19	-3%	1%	-6%	-3	0.0%	-5%	-8	16%	0%	5
COc1ccc(-c2cc3nc(-c4ccccc4)cc(N4CCC(O)CC4)n3n2)cc1	6	0%	u	-2%	-3	-0.1%	-1%	5	6%	17%	0
CCOc1ccc(S(=O)(=O)N2CCC(C(=O)NCc3ccco3)CC2)cc1C	0	-4%	9%	3%	2	-0.7%	24%	-21	4%	-1%	12
Cc1ccc(CNS(=O)(=O)c2ccc(Br)s2)cc1	-2	-3%	4%	0%	3	-0.6%	x	4	8%	2%	9
CCCc1cc(=O)oc2cc(OCC(=O)NCC(O)c3ccccc3)ccc12 (stereo not given)	-4	-1%	-5%	0%	0	-0.5%	x	-16	0%	-7%	3
O=C1CC(c2ccccc2)CC(O)=C1C=NCCCO (stereo not given)	10	10%	-1%	0%	-1	0.1%	9%	-7	-5%	-2%	-19
O=C(Oc1ccc(-c2nc(-c3ccccn3)no2)cc1)c1ccccc1	-12	14%	-11%	3%	-3	-0.2%	-70%	u	-2%	-5%	2
CC1(C)[C@H]2CC[C@]1(C)[C@@H](OC(=O)C[N+]1(C)CCOCC1)C2	1	0%	-9%	3%	0	-0.7%	-6%	-5	5%	1%	-5
NNC(=O)Cn1c(-c2ccccc2)cc(=O)n2ncnc12	5	-2%	4%	1%	0	-0.9%	-4%	-4	-24%	2%	9
COc1ccc(C(CNC(=O)Cc2cccs2)N(C)C)cc1 (stereo not given)	-1	0%	3%	1%	-1	-0.2%	-6%	6	0%	-3%	-6
Nc1nc(-c2cccs2)c(NC(=O)c2ccccc2)s1	-8	4%	u	0%	3	-0.1%	19%	-4	11%	0%	4
O=C(O)c1ccc(NC(=S)NC(=O)c2cccnc2)cc1	9	-1%	u	-1%	5	-0.6%	-1%	6	6%	2%	5

Source: PubChem BioAssay
